Screening results as filed in PubChem.
FBW7 act: activators of human E3 ligase FBW7; Q969H0; AlphaScreen FBW7–phospho-cyclin E peptide binding, activator screen; normalized activity (activation), % at 26.1 µM; actives 0.13% (n = 650,000); in the data active = normalized activity above about 1.9%;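 also: purified mutant Fbw7 with reduced substrate affinity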
Target sequence (Q969H0 whole entry, looked up): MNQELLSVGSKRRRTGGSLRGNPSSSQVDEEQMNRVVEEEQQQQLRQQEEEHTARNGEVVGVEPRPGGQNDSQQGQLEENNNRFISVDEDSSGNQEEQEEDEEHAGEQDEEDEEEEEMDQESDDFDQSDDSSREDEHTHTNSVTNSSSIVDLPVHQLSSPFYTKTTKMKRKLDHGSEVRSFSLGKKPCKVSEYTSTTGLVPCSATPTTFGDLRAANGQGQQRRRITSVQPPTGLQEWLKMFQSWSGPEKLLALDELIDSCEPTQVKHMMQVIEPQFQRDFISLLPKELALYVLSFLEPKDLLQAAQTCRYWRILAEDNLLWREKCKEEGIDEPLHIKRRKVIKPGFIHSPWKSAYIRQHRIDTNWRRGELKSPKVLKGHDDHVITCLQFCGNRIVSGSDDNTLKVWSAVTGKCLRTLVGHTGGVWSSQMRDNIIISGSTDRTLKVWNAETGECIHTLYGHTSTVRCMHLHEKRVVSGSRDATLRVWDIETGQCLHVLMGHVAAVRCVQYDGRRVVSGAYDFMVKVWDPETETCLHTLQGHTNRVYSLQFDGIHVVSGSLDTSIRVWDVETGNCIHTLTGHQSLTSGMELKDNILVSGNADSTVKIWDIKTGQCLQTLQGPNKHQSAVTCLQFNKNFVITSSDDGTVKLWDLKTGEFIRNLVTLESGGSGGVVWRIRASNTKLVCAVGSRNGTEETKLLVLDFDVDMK
TEAD-YAP inh: TEAD-YAP interaction inhibition; HEK-TIYL cells, TEAD-Gal4/YAP UAS-luciferase luminescence; inhibition, % at 9.12 µM; actives 1.4% (n = 640,000); in the data active = inhibition above about 32%;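 also: 0% = median of test compound wells and 100% = reference inhibitor wells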
GPR151 activ: activates the human receptor GPR151; Q8TDV0; PathHunter beta-arrestin GPR151 cells, luminescence; activation, % at 11.2 µM; actives 1% (n = 650,000); in the data active = activation above about 4.9%;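 also: 0% = median of compound wells and 100% = cells with positive control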
Target sequence (Q8TDV0 whole entry, looked up): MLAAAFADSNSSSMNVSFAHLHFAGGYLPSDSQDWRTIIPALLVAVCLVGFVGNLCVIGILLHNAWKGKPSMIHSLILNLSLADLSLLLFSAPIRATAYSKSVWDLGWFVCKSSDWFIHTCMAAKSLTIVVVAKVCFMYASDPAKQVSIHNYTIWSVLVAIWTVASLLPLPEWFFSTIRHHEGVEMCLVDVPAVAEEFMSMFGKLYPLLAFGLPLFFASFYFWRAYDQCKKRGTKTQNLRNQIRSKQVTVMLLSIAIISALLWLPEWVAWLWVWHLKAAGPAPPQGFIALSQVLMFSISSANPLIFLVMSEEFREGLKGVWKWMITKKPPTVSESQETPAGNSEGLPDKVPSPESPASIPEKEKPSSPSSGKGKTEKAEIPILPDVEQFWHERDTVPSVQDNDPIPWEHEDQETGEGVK
MITF primary: inhibitors of human MITF; O75030; AlphaScreen MITF homodimerization, bead proximity signal; inhibition, % at 2.6 µM; actives 0.91% (n = 650,000); AID 1259374; in the data active = inhibition above about 50%;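 also: 0% = vehicle wells with protein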
Numbers without * were called inactive; i = inactive. Rows were taken by chance; overall some 3.5% were active at least once.

SMILES	FBW7 act	TEAD-YAP inh	GPR151 activ	MITF primary
COCCN(C(=O)CCc1nnc(Cc2c[nH]c3ccccc23)o1)C(C)C	-0.1	-2	1.1	-11
N#Cc1cccc(C(=O)NC2CCCC2)c1	0.5	10	5.2*	-3
CCC(=O)Nc1sc2c(c1C(=O)Nc1ccccc1)CCC(C)C2 (centres undefined)	0.0	6	-1.2	17
COC(=O)NCC1(C)CC(NC(=O)OC)CC(C)(C)C1 (centres undefined)	0.3	10	-1.4	0
CC1(C)CC(=O)C/C(=N/NC(=O)c2ccccc2)C1	0.2	-6	1.8	-8
C=CCn1cc(/C=c2\sc3n(c2=O)C(c2ccc(OC)cc2)C(C(=O)OCC)=C(C)N=3)c2ccccc21 (centres undefined)	0.0	-2	5.0*	-8
Cc1ccc(NCc2ccncc2)c(Br)c1	-0.2	-2	0.2	69*
Cc1nnc(SCc2ccccc2C#N)n1-c1ccccc1	-0.1	7	2.8	4
CCCCC(=O)Nc1ncc2c(n1)CC(C)(C)CC2=O	-0.1	-5	1.9	2
Cc1cccc2nc(CSc3nc4ccc([N+](=O)[O-])cc4[nH]3)cn12	-0.1	-8	-0.5	1
CC(=O)N/C(=C/c1ccc(Cl)cc1)C(=O)NCc1ccccc1	-0.1	0	2.6	-8
O=C(/C=C/c1ccccc1)Oc1ccccc1	0.1	1	-0.2	-3
Cc1ccccc1CN1CCN(CC(=O)NCC2CCCO2)C1=O (centres undefined)	-0.1	5	-0.5	-10
COC(=O)c1c(OC(C)C)cc(=O)n2c1CCN(CCCSC)CC2	0.0	5	0.7	-4
O=C1NC(=O)N(c2ccccc2)C(=O)/C1=C/c1ccc(N2CCCC2)cc1	0.0	7	0.4	17

The list goes on, starting with the last 3 of the part before.
SMILES	FBW7 act	TEAD-YAP inh	GPR151 activ	MITF primary
Cc1ccccc1CN1CCN(CC(=O)NCC2CCCO2)C1=O (centres undefined)	-0.1	5	-0.5	-10
COC(=O)c1c(OC(C)C)cc(=O)n2c1CCN(CCCSC)CC2	0.0	5	0.7	-4
O=C1NC(=O)N(c2ccccc2)C(=O)/C1=C/c1ccc(N2CCCC2)cc1	0.0	7	0.4	17
CC(C)n1c(Nc2cnccn2)nc2c(NCCc3ccc(O)cc3)ncnc21	-0.1	14	1.9	3
O=C(O)P(=O)(O)O	0.1	5	-1.9	19
O=C1c2ccccc2-c2c1nc1ccccc1[n+]2[O-]	0.0	-35	-0.4	-10
COc1ccc(-n2c(SCC(=O)Nc3ccc(C)c(C)c3)nc3[nH]ncc3c2=O)cc1	0.1	24	-0.4	16
Cc1nc(N2CCOCC2)c2c(C)c(C(=O)Nc3cccc(Cl)c3)sc2n1	-0.2	3	0.1	1
O=S1(=O)N=C(Cc2cccc(C(F)(F)F)c2)Nc2ccccc21	-0.1	13	-1.1	1
OCCN=Cc1[nH]c2ccccc2c1O	-0.2	-1	-1.1	1
CCCc1nnc(-c2cc3ccccc3n2Cc2cc(OC)cc(OC)c2)o1	-0.1	-1	2.5	-4
COc1cccc(N2C(=O)c3cccc4c(N5CCOCC5)ccc(c34)C2=O)c1	0.0	-6	-0.1	-1
Cc1nn(C)cc1C(=O)N1CCC2(CC1)CC(O)(c1nccs1)CO2 (centres undefined)	0.1	5	2.2	1
CCOC(=O)C1(Cc2cccc(OC)c2)CCCN(C(=O)c2ccc3nc(C)[nH]c3c2)C1 (centres undefined)	0.0	3	3.8	-10
CCOc1cc(C(=O)Nc2ccc3oc(-c4ccc(F)cc4Cl)nc3c2)cc(OCC)c1OCC	-0.3	-30	-0.9	4
COCCOC(=O)C1=C(C)NC(=O)CC1c1cccc(Cl)c1Cl (centres undefined)	0.0	-7	-0.4	-3
CSc1nnc2c(n1)OC(c1ccc(F)cc1)Nc1ccc(Br)cc1-2 (centres undefined)	0.0	6	-1.1	19
O=C(NC1CCCCCCC1)c1cc(-c2ccccn2)nc2ccccc12	0.6	4	-0.2	16

Structures from the list above with a cyano group:
SMILES	FBW7 act	TEAD-YAP inh	GPR151 activ	MITF primary
N#Cc1cccc(C(=O)NC2CCCC2)c1	0.5	10	5.2*	-3
Cc1nnc(SCc2ccccc2C#N)n1-c1ccccc1	-0.1	7	2.8	4

4 entries drawn at random from those above:
SMILES	FBW7 act	TEAD-YAP inh	GPR151 activ	MITF primary
O=C(O)P(=O)(O)O	0.1	5	-1.9	19
Cc1nc(N2CCOCC2)c2c(C)c(C(=O)Nc3cccc(Cl)c3)sc2n1	-0.2	3	0.1	1
OCCN=Cc1[nH]c2ccccc2c1O	-0.2	-1	-1.1	1
COc1cccc(N2C(=O)c3cccc4c(N5CCOCC5)ccc(c34)C2=O)c1	0.0	-6	-0.1	-1

Further entries follow:
SMILES	FBW7 act	TEAD-YAP inh	GPR151 activ	MITF primary
COC(=O)Cc1[nH]nc2c1C1(CCSCC1)C(C#N)=C(N)O2	-0.5	2	1.4	-11
CC(C(=O)NCC1CCCO1)n1cccc1C(=O)c1ccccc1 (centres undefined)	1.5	-6	-0.4	12
NCCCC[C@@H]1NC(=O)[C@H]2CN(C(=O)c3ccc(F)cc3)CCN2C1=O	-0.1	8	-2.2	5
CC(C)Cc1ccc(C(C)C(=O)N2CCOCC2)cc1 (centres undefined)	0.4	5	-0.9	12
O=C(CN1CCOCC1)Nc1ccc2cn[nH]c2c1	-0.1	2	-3.4	-4
CC1=C(CCN2CCc3nnc(C4CCCO4)n3CC2)C(C)(C)CCC1 (centres undefined)	-0.1	-1	0.5	3
Cc1cccc(OCC(=O)Nc2ccc(F)cc2F)c1C	0.2	-42	-1.9	-10
CCCN(CCC)S(=O)(=O)c1ccc(NC(=O)C2CCCCC2)cc1	0.0	5	0.4	3
COC(=O)c1ccc(NC(=O)CCS(=O)(=O)c2ccc(Br)cc2)cc1	0.0	4	0.5	-33
Cc1cc(O)c(C)c(O)c1/C=N/NC(=O)COc1c(C)cccc1C	0.1	4	-0.8	16
COc1cc(C(=O)N2CCOCC2)c([N+](=O)[O-])cc1OC	0.2	-4	-0.3	8
CCOC(=O)CCC(=O)Nc1cc(Cl)cc(Cl)c1	0.0	3	-0.5	3
COc1cc(OC)cc(-c2cc3nc(C)c(CCC(=O)O)c(C)n3n2)c1	0.0	56*	1.5	5
c1nc(NCCCN2CCOCC2)c2c3c(sc2n1)CCCC3	0.0	8	0.4	0
CC1CCCN(C(=O)/C(=C/c2ccco2)NC(=O)c2ccccc2)C1 (centres undefined)	0.0	0	0.0	12
N=c1c(C(N)=O)cc(Cl)c(C(=O)O)n1-c1ccccc1	0.1	8	-0.5	10
CCCCOc1ccc(C(=O)Oc2cc3c(C(=O)OCC)c(C)n(-c4ccccc4)c3c3ccccc23)cc1	0.0	12	1.0	-4
COc1ccc(C2C(C(=O)OCCOC(C)C)=C(C)NC3=C2C(=O)CC(C)(C)C3)cc1O (centres undefined)	-0.1	0	-0.6	7
Cc1cc([N+](=O)[O-])ccc1NS(=O)(=O)c1ccccc1	0.1	5	0.6	12
O=C(CCCOc1ccccc1)Nc1ccc(F)cc1F	0.2	-5	-0.4	-5
Cc1noc(C)c1S(=O)(=O)N1CCCCCC1	0.1	9	0.6	9
O=Cc1cc(-c2ccccc2)oc1N1CCCCC1	-0.2	-20	-1.4	2
CCCCN1C(=O)/C(=C2/C=CC=CN2C)SC1=S	-0.4	-19	0.4	2
Cc1ccc(-c2cc(C(F)(F)F)n3ncc(C(=O)Nc4cc(Cl)cc(Cl)c4)c3n2)cc1	0.0	6	4.2	i
Cn1c(/C(C#N)=C/c2cccc([N+](=O)[O-])c2O)nc2ccccc21	0.0	-13	-0.3	-4
Cn1c(SCC(=O)c2c[nH]c3ccccc23)nnc1-c1cccs1	0.1	5	0.2	3
CCCCc1nc(-c2cccnc2)no1	-0.2	-7	-0.4	-4
COc1ccc(CNc2ccc3c(c2)ncn3-c2ccccc2OC)cc1	-0.1	3	-1.2	18
CCOc1ccc(NC(=O)c2ccc(N3CC4CC(C3)c3cccc(=O)n3C4)c(NC(=O)Cc3c(F)cccc3Cl)c2)cc1 (centres undefined)	-0.1	-6	1.3	5
OCCNc1nc(N2CCc3ccccc3C2)nc2c1ncn2Cc1ccc(C(F)(F)F)cc1	0.0	-24	0.0	3

The last 3 entries of the part before come first, to join the parts.
SMILES	FBW7 act	TEAD-YAP inh	GPR151 activ	MITF primary
COc1ccc(CNc2ccc3c(c2)ncn3-c2ccccc2OC)cc1	-0.1	3	-1.2	18
CCOc1ccc(NC(=O)c2ccc(N3CC4CC(C3)c3cccc(=O)n3C4)c(NC(=O)Cc3c(F)cccc3Cl)c2)cc1 (centres undefined)	-0.1	-6	1.3	5
OCCNc1nc(N2CCc3ccccc3C2)nc2c1ncn2Cc1ccc(C(F)(F)F)cc1	0.0	-24	0.0	3
O=C1N[C@H](Cc2ccccc2)C(=O)N2CCN(C(=O)c3ccc4ccccc4c3)C[C@H]12	-0.2	1	0.8	0
CCOc1cc(/C=C2/C(=N)N3C(c4ccccc4)=CSC3=NC2=O)ccc1OCc1ccccc1C#N	0.3	0	0.1	15
O=C(CSc1ccc(C(=O)Nc2ccc(Cl)cc2F)cc1[N+](=O)[O-])NCCc1ccccc1	0.4	-5	-0.6	-6
COc1cccc(C(=O)N(CC(C)C)c2nnc(-c3ccncc3)s2)c1OC	-0.3	-24	-0.6	-10
CCC(=O)NC(=Nc1nc(C)c2cc(OC)ccc2n1)NC(=O)CC	0.0	11	-1.2	4
COCCNC(=O)/C=C/c1cccc(Cl)c1	0.1	-6	-0.3	8
O=C(O)C1C2C=CC(C2)C1C(=O)Nc1ccc(Br)cc1 (centres undefined)	-0.1	10	0.5	5
CC1CCCCN1c1nc2ccccc2n2cnnc12 (centres undefined)	-0.1	-17	0.5	-4
CCS(=O)(=O)c1ccc2c(c1)N(Cc1ccc(Cl)cc1)C(=O)C(C)O2 (centres undefined)	0.8	-5	-0.5	12
CNc1nc2c(c(=O)n(C)c(=O)n2C)n1Cc1cccc2ccccc12	0.0	26	0.3	-6
O=[N+]([O-])c1cc(Cl)ccc1-n1nnc2ccccc21	0.0	-9	-0.8	9
CC1CCCN(S(=O)(=O)c2ccc(S(=O)(=O)NC3CCOC(C)(C)C3)cc2)C1 (centres undefined)	0.0	-5	0.2	6
COc1ccc(C(=O)N/N=C(\C)CC(=O)Nc2ccc(OCc3ccccc3)cc2)cc1	1.2	-13	0.9	1
N#Cc1nc(-c2cccs2)oc1NCc1ccco1	0.2	-5	2.6	11
CCOC(=O)C1CCN(C(=S)Nc2ccc3nccnc3c2)CC1	-0.1	-2	-1.1	-14
Nc1cccc(C(=O)N(c2ccccc2)c2cccc3ccccc23)c1	0.0	5	0.6	14
COC(=O)c1ccccc1NC(=O)COC(=O)c1cccnc1	0.1	-5	-0.2	3
CCN(CC)c1ccc2cc(-c3nc4ccc(Cl)cc4[nH]3)c(=O)oc2c1	0.1	25	-0.4	12
Cc1cccc(NC(=O)CSc2c(C)[nH]c3ccccc23)c1	-0.1	8	-1.9	-13
C=CCN(CC=C)CC(O)Cn1c2ccccc2c2ccccc21 (centres undefined)	-0.4	1	-0.3	0
Cn1c(=O)[nH]c(=O)c2c1nc(NNC=O)n2CC(O)COc1ccc(Br)cc1 (centres undefined)	-0.1	-3	-1.1	-6
COc1ccc(NC(=O)N2CCC3(CC2)OCc2cc(F)ccc2O3)cc1	-0.1	2	-0.1	0
COCCN1C(=O)c2ccccc2C(C(=O)Nc2cc(OC)c(OC)c(OC)c2)C1c1ccc(F)cc1 (centres undefined)	-0.1	4	0.8	-11
N=C1C(c2ccccc2)=C(O)CN1c1cc([N+](=O)[O-])ccc1F	-0.1	10	-0.5	-3
Cc1ccc(C(=O)Nc2ccc(N3CCOCC3)cc2)c(Cl)c1	0.4	-36	0.0	14
O=C(Nc1ccnn1C1CCN(Cc2nc(-c3ccc(F)cc3)cs2)CC1)C1CC1	-0.2	-18	-1.4	1
Cc1cc(=O)n2ncnc2n1CC(=O)NN	-0.1	1	2.9	-1
COC(=O)c1ccc(/C=N/NC(=S)NC(C)C)cc1	-0.1	2	0.1	-12
COC(=O)c1cc(Br)ccc1OC(=O)c1cccnc1	0.1	6	1.5	-5
Cc1ccc(CNC(=O)CC2C(=O)NCCN2Cc2c(F)cccc2Cl)o1 (centres undefined)	0.1	-1	1.7	-3
CC(C)Cc1ccc2c(N)c(C(=O)c3ccc(Br)cc3)sc2n1	0.0	2	0.2	-5
COc1cccc2cc(C(=O)Nc3ccccc3)c(=Nc3ccc(C(F)(F)F)cc3)oc12	0.0	-20	0.5	-2
CCc1nnc(NS(=O)(=O)c2ccc(NC(=O)C(C)c3ccccc3)cc2)s1 (centres undefined)	0.0	-1	-1.0	-1
Cc1cc(Cl)ccc1Nc1nc(N2CCN(CCO)CC2)nc2c1cnn2C	0.1	-5	1.2	-3
COc1ccc(CCC(=O)NC2CCCC2)cc1	0.2	5	-2.1	7
O=C(N/N=C\c1ccncc1)c1ccc(COCC(F)(F)F)cc1	-0.1	-9	1.4	1
CC(Cc1ccc2c(c1)OCO2)CN1CCc2nnc(CCNC(=O)C3CCC3)n2CC1 (centres undefined)	-0.1	2	-1.7	12
Cc1ccccc1Nc1nc(OCC(F)(F)F)nc(OCC(F)(F)F)n1	0.2	4	-0.8	13
CCOc1ccccc1CN1CCc2nnc(C(C)NC(=O)c3cccc(OC)c3)n2CC1 (centres undefined)	0.0	3	-1.9	13
CCOC(=O)C1=C(c2ccccc2)OC(N)=C(C#N)C1c1ccncc1 (centres undefined)	-0.1	2	-0.2	5
CCOc1ccc2nc(NC(=O)C(CC)Sc3nnc(N)s3)sc2c1 (centres undefined)	0.0	-7	0.5	16
CCCc1nnc(NC(=O)C(Cc2ccccc2)N2C(=O)C3C4C=CC(C4)C3C2=O)s1 (centres undefined)	-0.3	-9	0.6	12
